# RBX1-CUL1 inh: inhibitors of human ROC1-CUL1 ubiquitin ligase activity. P62877+Q13616. in vitro K48 di-Ub FRET, acceptor:donor ratio, 45 min. inhibition, % at 10 µM. 140,000 tested, 0.6% active; in the data active means inhibition above about 25%
# Target sequence (P62877 whole entry, looked up): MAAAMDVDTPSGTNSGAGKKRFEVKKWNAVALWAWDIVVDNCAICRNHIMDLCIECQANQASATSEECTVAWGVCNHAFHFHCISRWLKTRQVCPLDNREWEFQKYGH
# Target sequence (Q13616 whole entry, looked up): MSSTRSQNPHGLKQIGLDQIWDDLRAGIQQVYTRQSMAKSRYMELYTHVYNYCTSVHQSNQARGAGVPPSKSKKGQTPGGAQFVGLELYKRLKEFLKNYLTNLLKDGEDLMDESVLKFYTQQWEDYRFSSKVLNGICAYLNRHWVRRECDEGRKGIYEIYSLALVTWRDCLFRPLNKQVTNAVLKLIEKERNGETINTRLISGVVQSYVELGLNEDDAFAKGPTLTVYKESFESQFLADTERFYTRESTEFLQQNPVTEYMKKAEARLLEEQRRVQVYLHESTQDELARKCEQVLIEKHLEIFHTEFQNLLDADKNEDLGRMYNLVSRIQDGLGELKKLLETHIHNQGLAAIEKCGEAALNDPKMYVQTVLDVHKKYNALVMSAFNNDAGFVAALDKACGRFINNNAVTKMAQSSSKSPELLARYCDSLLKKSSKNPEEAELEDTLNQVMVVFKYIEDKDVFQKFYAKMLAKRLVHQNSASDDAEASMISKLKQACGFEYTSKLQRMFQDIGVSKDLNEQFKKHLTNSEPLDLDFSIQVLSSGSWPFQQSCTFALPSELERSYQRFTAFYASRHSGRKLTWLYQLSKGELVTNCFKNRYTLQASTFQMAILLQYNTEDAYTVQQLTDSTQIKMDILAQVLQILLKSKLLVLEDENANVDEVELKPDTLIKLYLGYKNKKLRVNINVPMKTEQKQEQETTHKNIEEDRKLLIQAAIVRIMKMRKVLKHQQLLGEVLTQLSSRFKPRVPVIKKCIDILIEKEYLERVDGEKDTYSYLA
# The depositor's hits bear a star; & = joins results of further samples. This is a subset; rates above refer to the full screens.
RBX1-CUL1 inh,SMILES
-7.3,Cc1cccc(C)c1NC(=O)CS(=O)(=O)c1nc(-c2ccc(Cl)cc2)cn1-c1ccccc1
-4.0,COc1cccc(CNC(=O)Cn2c(=O)oc3cc(S(=O)(=O)N4CCC(C)CC4)ccc32)c1
1.8,CCS(=O)(=O)Nc1cccc(N2CCC(NCc3cccc(OC(F)(F)F)c3)CC2)c1
-4.2,CCOc1ccc(C(NC(C)=O)NC(C)=O)cc1OC
-0.3,CCOC(=O)c1ccccc1NC(=O)N1CCN2CCCCC2C1 (stereo unspecified)
-6.6,Cc1ccc(CNc2c(C)c(C)nc3nncn23)cc1
1.0,COc1cccc(CNS(=O)(=O)c2cc(Br)cc3c2N(C(C)=O)C(C)C3)c1 (stereo unspecified)
-8.5,CSc1nc(C)cc(-n2ncc(C#N)c2N)n1
-4.2,Cc1cccc(NC(=O)CN(CCc2ccccc2)S(C)(=O)=O)c1C
-1.2,CCc1nc2nc(C)c(NS(=O)(=O)c3ccc(C(C)(C)C)cc3)c(=O)n2[nH]1
-4.0,O=C(Nc1ccc(Cl)c(C(F)(F)F)c1)C1CCN(S(=O)(=O)c2cccc3nonc23)CC1
1.7,Cc1ccc(OCc2nnc(SCC(=O)NNC(=O)c3ccc(C)cc3)n2-c2ccccc2)cc1

# Among those listed so far, these contain a Cl atom.
RBX1-CUL1 inh,SMILES
-7.3,Cc1cccc(C)c1NC(=O)CS(=O)(=O)c1nc(-c2ccc(Cl)cc2)cn1-c1ccccc1
-4.0,O=C(Nc1ccc(Cl)c(C(F)(F)F)c1)C1CCN(S(=O)(=O)c2cccc3nonc23)CC1

# (further entries)
RBX1-CUL1 inh,SMILES
-15.6,COc1cccc(CC2(CCC(=O)NCCCc3ccccc3)CCC(=O)N2)c1 (stereo unspecified)
-1.8,CCCCCSc1nnc2c(n1)OC(c1ccc(OC)c(O)c1)Nc1ccccc1-2 (stereo unspecified)
-4.7,OC(CNCc1ccccc1)COc1cccc2ccccc12 (stereo unspecified)
3.1,CCc1noc(C)c1C(=O)NC1CCN(CC)CC1
-2.0,O=C(COc1ccc(Cl)cc1)Nc1ccc(O)c(-c2nc3ccccc3s2)c1
-5.8,O=C1COc2cc3c(cc2N1)OCO3
1.9,O=C1C2CSCN2C(=O)N1c1ccccc1F (stereo unspecified)
10.9,CC(C)Oc1ccc(C(=O)N2CCCCC2)cc1Br
-1.8,O=S(=O)(Nc1ccccc1NS(=O)(=O)c1ccc(Cl)nc1)c1ccc(Cl)nc1
9.6,Cc1cc(C)c(NC(=O)CN2C(=O)CCn3nc(-c4cccn4C)cc32)c(C)c1
-1.0,CCOC(=O)c1c(NC(=O)Cc2ccccc2Cl)sc(C(N)=O)c1C
2.0,CCOC(=O)C(NC(=O)c1ccncc1)(Nc1sc2c(c1C(=O)OC)CCCC2)C(F)(F)F (stereo unspecified)
2.2,CCOC(=O)Nc1n[nH]c(NC(=O)OCC)c1[N+](=O)[O-]
-3.0,C=CCC(=O)NCc1cccnc1Oc1ccccc1
0.8,Cc1cccc2c(CC(=O)Nc3ccccc3F)noc12
-1.6,Clc1ccc(-c2csc(N/N=C\c3cccs3)n2)c(Cl)c1
-8.3,CCOc1ccc(-c2cc(CCCC(=O)NCCc3ccc(Cl)cc3)no2)cc1
-2.6,COC(=O)c1cnn(-c2cc(Oc3ccccc3)ncn2)c1N
1.3,COC(=O)C1C(=N)Oc2cc(N(C)C)ccc2C1c1ccc(Cl)cc1Cl (stereo unspecified)
-4.7&1.3,C=C(C)Cn1c(SCC(=O)c2ccccc2)nc2sc3c(c2c1=O)CCCC3
5.2,Cc1ccc2nc(-c3ccc(C)c(NC(=O)c4ccc(Br)o4)c3)oc2c1
1.9,CCOc1ccc(S(=O)(=O)N(C)CC(=O)N2CCCC2)cc1C
9.3,N#CC1C(=N)N(c2cc(Cl)cc(Cl)c2)C2=C(C(=O)CC(c3ccccc3)C2)C1c1ccc(Cl)c([N+](=O)[O-])c1 (stereo unspecified)
-1.9,O=C(O)CC(CN1C(=O)C(=O)C(C(=O)c2ccccc2)C1c1ccc(Cl)cc1)c1ccccc1 (stereo unspecified)
1.9,COc1ccc2cc3c(N)c(C(C)=O)sc3nc2c1
9.1,CCCNC(=O)C(=O)c1c(-c2ccccc2)n(C)c2ccccc12
1.8,Cc1cc(C(=O)NC(C)CCc2ccccc2)no1 (stereo unspecified)
-3.4,COc1cc(C(Nc2ccccn2)C2OC(CO)=CC(=O)C2=O)cc(OC)c1OC (stereo unspecified)
10.3,CCOC(=O)C(NC(=O)c1cccc(Cl)c1)(Nc1ccccc1OC)C(F)(F)F (stereo unspecified)
8.0,COc1ccccc1N1CCN(C(c2ccccc2)c2nnc(-c3ccccc3Cl)o2)CC1 (stereo unspecified)
-10.0,Cc1ccc(NC(=O)CSc2nnc3[nH]c(=O)cc(C)n23)cc1Cl
7.1,O=S(=O)(c1cnccc1N1CCN(/N=C/c2ccccc2)CC1)N1CCCCC1
4.6,COc1ccc(CCNS(=O)(=O)c2ccc(C)cc2)c(OC)c1OC
-14.4,CN1CCN([C@@H]2CCN(C(=O)c3cc(C(F)(F)F)ccc3Cl)C[C@H]2O)CC1
-16.0,O=C(OCc1ccccc1Cl)c1ccc(-c2nnn(Cc3ccc(F)cc3)n2)cc1
-11.4,COc1ccc(-c2[nH]ncc2CN2CCNC(=O)CC2)c(F)c1
-6.6,O=C(CC1C(=O)NCCN1Cc1cccnc1)NC1Cc2ccccc2C1 (stereo unspecified)
-4.2,CCCCN1CCc2nc(N3CCN(c4ncccn4)CC3)ncc2C1
-10.7,COc1cccc(OCc2nc(C(=O)N3CCN(c4ccccn4)CC3)co2)c1
-5.2,C/C(=C1\C(=O)N(c2nc3ccccc3s2)N=C1C(F)(F)F)N1CCN(c2ccccc2)CC1
0.7,Cc1cc(Nc2cccc(O)c2)c2cccc(Br)c2n1
4.3,Cc1cc(=O)n(Cc2cccc(Cl)c2)c2c1c(C)nn2-c1ccccc1
2.5,O=C(Nc1nnc(SCc2ccc(F)cc2)s1)c1ccc([N+](=O)[O-])cc1
1.6,O=C(NC(=S)NCCC1=CCCCC1)c1cccnc1
-4.4,Cc1cc(-c2nnc(SCC(=O)Nc3ccc(F)c(Cl)c3)n2-c2ccccc2)nn1C
-0.1,COc1ccc2nc(N(Cc3cccnc3)C(=O)c3ccc4c(c3)OCCO4)sc2c1
8.9,CC(C)Cc1ccc(C(C)c2nnc3c(=O)[nH]c4ccccc4n23)cc1 (stereo unspecified)
-8.3,Cc1cc(C)c(S(=O)(=O)N2CC(C)CC(C)C2)c(C)c1 (stereo unspecified)
-8.7,Cc1cc2c(c(=O)o1)C(c1cccc(F)c1F)C(C#N)C(=N)O2 (stereo unspecified)
-6.7,COc1cc(OC)c(C2=NO[C@@H](c3ccccc3)[C@@H]2C(=O)OCc2ccccc2)c(OC)c1
-3.8,COC(=O)c1cccc(-n2c(CCC(=O)O)ccc2-c2cccs2)c1
-9.2,O=C1Oc2ccccc2C(O)C1=NC(=O)c1cccc(F)c1 (stereo unspecified)
1.6,CCOc1ccc(CCNC(=O)CCCc2nnc3n(CC(C)C)c(=O)c4sccc4n23)cc1
-9.2,O=[N+]([O-])c1ccc(-c2csc(N/N=C\c3ccccc3Cl)n2)cc1
0.6,COc1ccccc1C(=O)OC1=C(C(=O)c2ccccc2)N(CC#N)S(=O)(=O)c2ccccc21
-4.5,O=C(Cn1nnc2sc3c(c2c1=O)CCCC3)Nc1cccc2ccccc12
-8.8,CCOC(=O)N1CCN(Cc2cccc(OCC(O)CN3CCOCC3)c2)CC1 (stereo unspecified)
3.2,COC(=O)c1sc2cccc(F)c2c1S(=O)(=O)N1CCN(c2ccc(C)cc2C)CC1
11.2,CCC(=O)N[C@@H]1c2ccccc2C2(CCN(Cc3nc4ccccc4nc3C)CC2)[C@H]1OCCOC
2.0,CCCn1ncc(-c2ccnc(NCCc3ccccc3)n2)c1C

# Seven records picked at random from the list so far, as already listed:
RBX1-CUL1 inh,SMILES
-8.8,CCOC(=O)N1CCN(Cc2cccc(OCC(O)CN3CCOCC3)c2)CC1 (stereo unspecified)
-6.7,COc1cc(OC)c(C2=NO[C@@H](c3ccccc3)[C@@H]2C(=O)OCc2ccccc2)c(OC)c1
11.2,CCC(=O)N[C@@H]1c2ccccc2C2(CCN(Cc3nc4ccccc4nc3C)CC2)[C@H]1OCCOC
-4.5,O=C(Cn1nnc2sc3c(c2c1=O)CCCC3)Nc1cccc2ccccc12
0.6,COc1ccccc1C(=O)OC1=C(C(=O)c2ccccc2)N(CC#N)S(=O)(=O)c2ccccc21
1.6,CCOc1ccc(CCNC(=O)CCCc2nnc3n(CC(C)C)c(=O)c4sccc4n23)cc1
-9.2,O=C1Oc2ccccc2C(O)C1=NC(=O)c1cccc(F)c1 (stereo unspecified)

# Next section
RBX1-CUL1 inh,SMILES
1.9,COc1cccc(NC(=O)CCNS(=O)(=O)c2ccc(Br)s2)c1
5.6,Cc1ccc(CN2CCN(Cc3ccc(C#CCCO)cc3)CC2CCO)o1 (stereo unspecified)
0.9,Cc1cc(C)c([N+](=O)[O-])cc1C(=O)O
5.2,CCOC(=O)C(C)NC(=O)c1cc2c(=O)[nH]c3ccc(C)cc3c2s1 (stereo unspecified)
4.3,COc1ccccc1N1CCN(CCN2C(=O)C3CCCN3C2=O)CC1 (stereo unspecified)
1.4,CCCN1C(=O)c2oc3cc(C)cc(C)c3c(=O)c2C1c1ccc(F)cc1 (stereo unspecified)
1.5,Cc1nc2ccc(S(=O)(=O)NC(CC(C)C)C(=O)N3CCN(c4ccc(F)cc4)CC3)cc2s1 (stereo unspecified)
-6.8,COC(=O)c1cc2sc(Cl)cc2n1Cc1nc(-c2ccc(OC)cc2)oc1C
-7.4,CN1N=C(C(=O)N2CCCC(Nc3ccc4c(c3)OCCO4)C2)CCC1=O (stereo unspecified)
0.5,COc1cc(C2c3c(n[nH]c3-c3cccs3)OC(=N)C2C#N)cc(Br)c1OCc1ccccc1 (stereo unspecified)
4.3,COc1ccc(O)c(CN2CCC(C3(Cc4ccccc4Cl)NC(=O)N(CC4CC4)C3=O)CC2)c1 (stereo unspecified)
10.2,c1ccc(-c2nc(-c3ccccn3)nc3ccccc23)cc1
6.7,CCCCn1c(CN2CCC[C@H]2CO)cnc1S(=O)(=O)CCCC(C)C
-8.0,CN1CC=C2C(C#N)C(=N)C(C#N)(C#N)C(c3ccccc3Cl)C2C1 (stereo unspecified)
-7.5,CCC(=O)Nc1ccc2c(c1)nc(CCN1CCN(C)CC1)n2C
3.4,CSc1nnc2c(n1)OC(/C(C)=C/c1ccco1)Nc1ccccc1-2 (stereo unspecified)
5.8,COc1ccc(CC(=O)Nc2cc(C)ccc2O)cc1
-2.2,CCCCn1nc(NC(=O)c2cccc(Cl)c2)c2cc3ccc(C)cc3nc21
-14.2,Cc1ccccc1NS(=O)(=O)c1cc(S(C)(=O)=O)ccc1C
11.6,CC(C)(C)c1cc(C(=O)O)c(C(C)(C)C)s1
10.2,CS(=O)(=O)Cc1nc2ccccc2n2c(=O)c(-c3ccccc3)nnc12
-1.8,CCn1cc(C(=O)O)c(=O)c2cc(F)c(N/N=C/c3ccccc3)cc21
-8.3,Cc1ccc(S(=O)(=O)C(CC(=O)c2cccs2)c2ccc(Cl)cc2)cc1 (stereo unspecified)
4.8,Cc1c(C(=O)N(C)c2ccccc2)nnn1-c1ccccc1

# Gathered by group, the compounds so far with a tert-butyl group (two)
RBX1-CUL1 inh,SMILES
-1.2,CCc1nc2nc(C)c(NS(=O)(=O)c3ccc(C(C)(C)C)cc3)c(=O)n2[nH]1
11.6,CC(C)(C)c1cc(C(=O)O)c(C(C)(C)C)s1

# The results go on.
RBX1-CUL1 inh,SMILES
5.3,C/C=C(\C)C(=O)NCC1Cc2cc(C)cc(-c3cc(C(C)=O)ccc3F)c2O1 (stereo unspecified)
1.8,O=C(c1csc2ccccc12)N1CCN(c2ncccn2)CC1
-3.4,Cc1cccc(NC(=O)NCCc2ccc(F)cc2)c1
-8.2,Cc1noc(C)c1CCCNC(=O)c1ccc(NC2CCC2)nc1
-4.3,O=C(c1c(F)cccc1Cl)N1CCN(S(=O)(=O)c2cccs2)CC1
-5.3,CCOc1ccc(C(=O)OCC(=O)Nc2cc(C)ccc2C)cc1
6.0,O=C(CSc1ccc(S(=O)(=O)O)cn1)c1ccccc1
-8.8,COC(=O)c1c(NC(=O)Cc2coc3cc(C)ccc23)sc2c1CCCC2
7.4,COc1ccc(C(CC(=O)Nc2ccc(C)c(C)c2)N2Cc3ccccc3C2=O)cc1OC (stereo unspecified)
-6.3,CCn1ccnc1CN1CCc2ccc(NC(=O)c3ccccn3)cc2C1
-3.8,C#CCC(N=C(c1ccccc1)c1ccccc1)c1ccccc1 (stereo unspecified)
-3.6,CCOc1ccc(Cc2nc(C)c(CC(=O)N3CCOCC3)c(=O)[nH]2)cc1
-2.4,O=C(O)c1cccc(N2C(=O)C3C4C=CC(C3C2=O)C2C(=O)N(c3cccc(C(=O)O)c3)C(=O)C42)c1 (stereo unspecified)
5.6,CCc1ccccc1NC(=O)CN(Cc1ccccc1)S(=O)(=O)c1ccc(Br)cc1
5.1,COc1ccc(C)cc1N1CC(C(=O)N2CCCCC2)CC1=O (stereo unspecified)
-4.1,CC(C)(C)c1ccc(N2C(=O)c3ccccc3NC2c2ccc3c(c2)OCO3)cc1 (stereo unspecified)
-2.4,Cc1cc(C)c(C2C(=O)c3ccccc3N(C)C2=O)c(C)c1 (stereo unspecified)
-6.3,COc1ccc(C2N(c3ccccc3)CCN2c2ccccc2)c2ccccc12
-2.6,Cc1cccc(CCNC(=O)c2cc3c(s2)-c2c(C)cccc2OC3)c1
-2.1,Cc1cc(C)cc(OCC(=O)NCC2(N3CCOCC3)CCCCC2)c1
-3.0,CSc1ccccc1C(=O)NCc1c(C)ncc2c1CCN(C(=O)c1ccc(F)cc1Cl)C2
-8.1,O=C(Cn1ncc2c(=O)oc3ccccc3c21)NCc1ccccc1Cl
7.4,CC(C)(C)c1ccc(COC(=O)Nc2cccnc2)cc1
1.8,NC(=O)NCc1cn(CC2CCN(Cc3ccoc3)CC2)nn1
2.3,CCOc1ccc(C2c3c(oc4ccc(C)cc4c3=O)C(=O)N2c2cc(C)on2)cc1 (stereo unspecified)
-1.7,O=C(O)c1ccc(COc2c(F)c(F)cc(F)c2F)o1
-12.1,CC(CNc1ccc(Oc2ccccc2)cc1)C(=O)O (stereo unspecified)
-4.5,Cc1ccc(C(C)C)c(OC(=O)c2ccccc2F)c1
-10.8,CN(Cc1ccccc1)C(=O)CCC(=O)O
10.8,CCN(CC)c1nc2n(c(=O)n1)CCS2
8.0,C1CCN(c2nc3nonc3nc2N2CCSCC2)C1

# Screening results (PubChem BioAssay)
